Screens (PubChem BioAssay)
NTR1 agonist – agonists of NTR1, primary screen, imaging, U2OS cells, beta-arrestin-GFP, high content (AID 493036) | actives 0.17% (n = 330,000) | NTR1-U2OS beta-arrestin-GFP spot imaging, agonist mode | P30989 | activation, % at 20 µM;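 active = activation at or above 40% of the spot to cytoplasm intensity ratio, with at least 20 cells analyzed; inconclusive = wells under 20 cells, flagged as cytotoxic or low count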;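 note: 0% = DMSO without peptide and 100% = 100 nM NTR1 peptide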
Target sequence (P30989 whole entry, looked up): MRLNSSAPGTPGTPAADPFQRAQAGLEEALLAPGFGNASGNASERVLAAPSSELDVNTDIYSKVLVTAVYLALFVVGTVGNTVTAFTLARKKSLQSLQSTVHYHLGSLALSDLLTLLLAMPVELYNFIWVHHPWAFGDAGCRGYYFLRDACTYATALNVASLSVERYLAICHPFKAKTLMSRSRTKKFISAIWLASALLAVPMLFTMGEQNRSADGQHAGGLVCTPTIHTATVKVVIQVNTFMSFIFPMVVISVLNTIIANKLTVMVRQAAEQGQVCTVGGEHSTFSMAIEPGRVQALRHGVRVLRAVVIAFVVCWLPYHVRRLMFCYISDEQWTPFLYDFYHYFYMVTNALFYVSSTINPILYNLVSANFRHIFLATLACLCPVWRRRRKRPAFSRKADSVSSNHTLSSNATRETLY
Salmonella PhoP GFP – inhibitors of PhoP regulon expression, primary screen, Salmonella Typhimurium, GFP reporter (AID 1863). S. Typhimurium PhoP-regulated promoter GFP reporter, 4 h; higher % means a stronger effect. inhibition, % at 50 µM, or IC50 in µM where a hit was titrated. actives 0.16% (n = 300,000);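 active = inhibition over 29.93%, a cutoff 3 SD above the screen mean, later confirmed by dose response; inconclusive = inhibition over 29.93% but no dose response follow-up; inactive = inhibition at most 29.93% or unconfirmed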;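 note: 0% = low Mg2+ inducing control and 100% = high Mg2+ repressing control; strong numbers were not always called active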
UTI89 phage lysis – protection from phage-mediated lysis, alamar blue read-out – E. coli UTI89, K1F phage, bacterial capsule biogenesis inhibitors (AID 488966) | one-dose inhibition, % at 100 µM; IC50 in µM for titrated hits | actives 0.02% (n = 340,000) | E. coli UTI89 K1F phage lysis, alamar blue, 2 h; higher % means a stronger effect;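 active = phage lysis inhibition, versus mean bacterial control, above a set limit; inconclusive = no clear call, values can overlap the other calls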;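 note: capsule biogenesis inhibitors block K1F phage lysis so surviving cells raise fluorescence; higher fluorescence means more inhibition of phage lysis; actives were called in the ten point dose series up to 300 µM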
SV40 large T antigen – TAg ATPase/helicase activity blockers – biochemical (AID 1903); actives 0.39% (n = 310,000); one-dose inhibition, % at 20 µM; IC50 in µM for titrated hits; SV40 large T antigen ATPase/helicase inhibition assay; higher % means a stronger effect; in the data active = a potency from the dose series; inconclusive = inhibition mostly from about 32% at the one dose, without a potency; inactive = the rest, 99 in 100 with inhibition below about 32%; note: strong numbers were not always called active
TNAP activators – human TNAP enzyme activators, primary screen, biochemical, luminescent, no phosphate acceptor, uHTS (AID 1001) | actives 0.03% (n = 200,000) | activation fold at 20 µM; hits with a dose series show EC50 in µM | purified TNAP, luminescent activation assay, no phosphate acceptor; higher activation fold means a stronger effect; in the data active = activation fold from about 3, or a potency from the dose series; inactive = the rest, 99 in 100 with activation fold below about 1.6; note: many of its hits are not listed in these tables
MgcRacGAP inhibition – MgcRacGAP GTPase-activating activity inhibitors, confirmation, biochemical, ADP Hunter fluorescence. MgcRacGAP-stimulated Rac1 GTP hydrolysis, ADP Hunter fluorescence; higher % means a stronger effect; GST-tagged Rac1 F28L mutant substrate. inhibition, % at 30 µM; hits with a dose series show IC50 in µM. actives 0.6% (n = 340,000). AID 624330;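 active = first-screen hits whose inhibition reached a set limit at any dose in the follow-up dose series; inconclusive = inhibition above the set first-screen limit but never retested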;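 note: fluorescence reports GDP produced by GAP-driven GTP hydrolysis; strong numbers were not always called active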
RSV antiviral HEp-2 – RSV antiviral activity via CPE protection, HEp-2 cells, primary 10 µM value included (AID 2391); HEp-2 cells, RSV-induced CPE inhibition; higher % means a stronger effect; actives 0.13% (n = 310,000); CPE inhibition, % at 10 µM, or IC50 in µM where a hit was titrated; in the data active = a potency from the dose series; inconclusive = CPE inhibition mostly from about 23% at the one dose, without a potency; inactive = the rest, 99 in 100 with CPE inhibition below about 21%; note: strong numbers were not always called active
Myeloid diff MLP – compounds promoting myeloid differentiation; ER-HoxA9 myeloid progenitors, lysozyme-GFP differentiation, flow cytometry; calls only at 10 µM; actives 1% (n = 360,000);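 active = normalized GFP-positive differentiation at or above the plate's own cutoff, the solvent-only control mean plus 3 SD; inconclusive = no clear call, values can overlap the other calls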;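 note: cells exposed to compound for four days before flow analysis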
T cell modulator – T cell immune modulators affecting CD8 T cell-vesicle binding. 2C CD8+ T cell-vesicle binding, flow cytometry; active compounds read low. actives 0.068% (n = 330,000). AID 2052. calls only at 7 µM;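 active = response, share of CD8 T cells binding vesicles, and their 90th percentile fluorescence all below set limits, cut at about 80% in these data, passing the limit was not always enough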
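Assay system – 2C mouse CD8+ T cells · Also added – QL9-loaded Drosophila micro-vesicles · Timing – Cell–vesicle co-incubation 1.5 h at 37 °C, staining 20 min on ice · Signal – flow cytometry of vesicle-bound cells · Measure – percent CD8+ FL2 mean versus row control · Controls – Peptide-free naked vesicles (low) and QL9 vesicles with 0.7% DMSO vehicle (high)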
T cell modulator vesicle-bound % – also measured in T cell modulator; calls as there; double positive events, %; measured here: CD8+ vesicle-bound cell fraction;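 binding gate set so that unloaded-vesicle control wells show 10% double positive cells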
NTR1 agonist cell count 20 µM – further read-out of NTR1 agonist, marked with its call; cell count; measured here: cell count, cytotoxicity flag
Myeloid diff MLP GFP+ MAC1+ % – second read-out of Myeloid diff MLP, no call of its own (marks repeat the call); GFP+ MAC1+ double positive, %; measured here: differentiation confirmed by MAC1 staining
The depositor's hits bear a star; [ ] = dose if it differs, or a comment.

For CCOC(=O)c1cccc(NC(=O)CCS(=O)(=O)c2ccc(Br)s2)c1 the results were NTR1 agonist -1.5, Salmonella PhoP GFP 6%, UTI89 phage lysis 0.6%, SV40 large T antigen 2%, TNAP activators 1.2, MgcRacGAP inhibition 8%, RSV antiviral HEp-2 2.5%, Myeloid diff MLP inactive, T cell modulator inactive, T cell modulator vesicle-bound % 23, NTR1 agonist cell count 20 µM 86 and Myeloid diff MLP GFP+ MAC1+ % 2.1.
For O=C(c1ccccc1)[C@@H]1[C@@H](C(=O)c2ccc(F)cc2)[C@@]2(C(=O)Nc3ccccc32)[C@H]2c3ccccc3C=CN12 the results were NTR1 agonist 1.1, Salmonella PhoP GFP 20%, UTI89 phage lysis -1.1%[50 µM], SV40 large T antigen 5%, TNAP activators 1, MgcRacGAP inhibition 4%, RSV antiviral HEp-2 11%, Myeloid diff MLP inactive, T cell modulator inactive, T cell modulator vesicle-bound % 25, NTR1 agonist cell count 20 µM 80 and Myeloid diff MLP GFP+ MAC1+ % 0.6.
For CC(C)c1ccc(NC(=O)COC(=O)C2=COCCO2)cc1 the results were NTR1 agonist -1.3, Salmonella PhoP GFP 7%, UTI89 phage lysis 0.0%, SV40 large T antigen -8%, TNAP activators 1, MgcRacGAP inhibition 4%, RSV antiviral HEp-2 -0.4%, Myeloid diff MLP inactive, T cell modulator inactive, T cell modulator vesicle-bound % 4, NTR1 agonist cell count 20 µM 37 and Myeloid diff MLP GFP+ MAC1+ % 0.8.
For Cc1cc(C)c(S(=O)(=O)N2CCCC2)c(C)c1 the results were NTR1 agonist 2.2, Salmonella PhoP GFP 0%, UTI89 phage lysis 0.1%, SV40 large T antigen -1%, MgcRacGAP inhibition 8%, RSV antiviral HEp-2 2.3%, Myeloid diff MLP inactive, T cell modulator inactive, T cell modulator vesicle-bound % 56, NTR1 agonist cell count 20 µM 49 and Myeloid diff MLP GFP+ MAC1+ % 1.4.
COc1cccc(NC(=O)c2ccccc2N2C(=O)C3C4C=CC(C5CC45)C3C2=O)c1 (stereo not given) was read as NTR1 agonist 0.8, Salmonella PhoP GFP -6%, UTI89 phage lysis -0.1%, SV40 large T antigen 2%, MgcRacGAP inhibition -14%, RSV antiviral HEp-2 -0.7%, Myeloid diff MLP inconclusive, T cell modulator inactive, T cell modulator vesicle-bound % 41 and NTR1 agonist cell count 20 µM 61.
COC(=O)c1oc(-c2ccccc2)nc1C was read as NTR1 agonist -0.2, Salmonella PhoP GFP -1%, UTI89 phage lysis -0.3%, SV40 large T antigen 0%, TNAP activators 1, MgcRacGAP inhibition 5%, RSV antiviral HEp-2 -0.5%, Myeloid diff MLP inactive, T cell modulator inactive, T cell modulator vesicle-bound % 34, NTR1 agonist cell count 20 µM 45 and Myeloid diff MLP GFP+ MAC1+ % 0.9.
`O=C(COc1ccc2c(c1)oc(=O)c1ccccc12)NCCCN1CCOCC1` gave NTR1 agonist 0.0, Salmonella PhoP GFP 8%, UTI89 phage lysis 1.5%, SV40 large T antigen 3%, MgcRacGAP inhibition 9%, RSV antiviral HEp-2 -1.0%, Myeloid diff MLP inactive, T cell modulator inactive, T cell modulator vesicle-bound % 40, NTR1 agonist cell count 20 µM 69 and Myeloid diff MLP GFP+ MAC1+ % 3.9.
Screening COc1ccc2cc(C(=O)NCCCN3CCCC3=O)[nH]c2c1 returned NTR1 agonist -0.2, Salmonella PhoP GFP -6%, UTI89 phage lysis 0.1%, SV40 large T antigen 3%, MgcRacGAP inhibition 9%, RSV antiviral HEp-2 1.0%, Myeloid diff MLP inactive, T cell modulator inactive, T cell modulator vesicle-bound % 15, NTR1 agonist cell count 20 µM 68 and Myeloid diff MLP GFP+ MAC1+ % 3.9.
For O=c1[nH]n(Cc2ccccc2)c2ccccc12 the results were NTR1 agonist 0.4, Salmonella PhoP GFP 0%, UTI89 phage lysis 1.2%, SV40 large T antigen 10%, MgcRacGAP inhibition 17%, RSV antiviral HEp-2 1.5%, Myeloid diff MLP inactive, T cell modulator inactive, T cell modulator vesicle-bound % 48, NTR1 agonist cell count 20 µM 85 and Myeloid diff MLP GFP+ MAC1+ % 0.5.
COc1ccc(C2C(C#N)=C(SCC(=O)Nc3ccc(C)cc3)NC3=C2C(=O)CC(C)(C)C3)cc1 (stereo not given) was read as NTR1 agonist 1.3, Salmonella PhoP GFP 8%, UTI89 phage lysis -0.1%, SV40 large T antigen 4%, TNAP activators 1, MgcRacGAP inhibition 7%, RSV antiviral HEp-2 3.0%, Myeloid diff MLP inactive, T cell modulator inactive, T cell modulator vesicle-bound % 26, NTR1 agonist cell count 20 µM 70 and Myeloid diff MLP GFP+ MAC1+ % 1.2.
O=C(NCC(=O)N1CCN(c2ccccn2)CC1)c1ccc(Br)o1 was read as NTR1 agonist -1.2, Salmonella PhoP GFP 1%, UTI89 phage lysis 0.1%, SV40 large T antigen 8%, MgcRacGAP inhibition 8%, RSV antiviral HEp-2 3.0%, Myeloid diff MLP inactive, T cell modulator inactive, T cell modulator vesicle-bound % 34, NTR1 agonist cell count 20 µM 63 and Myeloid diff MLP GFP+ MAC1+ % 0.3.
NS(=O)(=O)c1ccc(CCNC(=O)CNS(=O)(=O)c2cccc(Br)c2)cc1 was read as NTR1 agonist 1.6, Salmonella PhoP GFP -1%, UTI89 phage lysis 0.5%, SV40 large T antigen 5%, TNAP activators 0.2, MgcRacGAP inhibition 1%, RSV antiviral HEp-2 1.9%, T cell modulator inactive, T cell modulator vesicle-bound % 14 and NTR1 agonist cell count 20 µM 50.
For COc1ccc(CN(C)C(=O)CCN2C(=O)c3ccccc3C2=O)c(OC)c1OC the results were NTR1 agonist -0.5, Salmonella PhoP GFP 4%, UTI89 phage lysis 0.1%, SV40 large T antigen -3%, MgcRacGAP inhibition 3%, RSV antiviral HEp-2 1.6%, Myeloid diff MLP inactive, T cell modulator inactive, T cell modulator vesicle-bound % 21, NTR1 agonist cell count 20 µM 43 and Myeloid diff MLP GFP+ MAC1+ % 0.9.
`Cc1nn(-c2ccccc2)c2sc(C(=O)NNC(=O)COc3cccc4ccccc34)cc12` gave NTR1 agonist 5.5, Salmonella PhoP GFP 1%, UTI89 phage lysis 0.0%, SV40 large T antigen 12%, TNAP activators 1.2, MgcRacGAP inhibition 2%, RSV antiviral HEp-2 -1.1%, Myeloid diff MLP inactive, T cell modulator inactive, T cell modulator vesicle-bound % 14, NTR1 agonist cell count 20 µM 83 and Myeloid diff MLP GFP+ MAC1+ % 0.9.
`CC(=O)c1ccc(S(=O)(=O)N2CCN(C(=O)c3ccc(-n4nc(C)c(Cl)c4C)cc3)CC2)cc1` gave NTR1 agonist -0.3, UTI89 phage lysis 0.1%[50 µM], MgcRacGAP inhibition 1%, RSV antiviral HEp-2 8.9%, Myeloid diff MLP inactive, T cell modulator inactive, T cell modulator vesicle-bound % 45, NTR1 agonist cell count 20 µM 92 and Myeloid diff MLP GFP+ MAC1+ % 2.3.
Screening O=S(=O)(N/N=C\c1ccc2c(c1)OCO2)c1ccc(Cl)cc1 returned NTR1 agonist -0.6, Salmonella PhoP GFP 4%, UTI89 phage lysis 1.3%, SV40 large T antigen 11%, TNAP activators 1, MgcRacGAP inhibition 5%, RSV antiviral HEp-2 0.3%, Myeloid diff MLP inactive, T cell modulator inactive, T cell modulator vesicle-bound % 26, NTR1 agonist cell count 20 µM 62 and Myeloid diff MLP GFP+ MAC1+ % 0.2.
Cc1ccc(NS(=O)(=O)c2cc(NC(=O)c3ccc4c(c3)NC(=O)CS4)ccc2Cl)c(C)c1 was read as NTR1 agonist 6.7, Salmonella PhoP GFP -9%, UTI89 phage lysis 0.2%, SV40 large T antigen 9%, TNAP activators 1.1, MgcRacGAP inhibition 12%, RSV antiviral HEp-2 15%, Myeloid diff MLP inactive, T cell modulator inactive, T cell modulator vesicle-bound % 56, NTR1 agonist cell count 20 µM 59 and Myeloid diff MLP GFP+ MAC1+ % 0.6.
Screening Cc1ccc(S(=O)(=O)c2c(C)nn(-c3ccccc3)c2OC(=O)c2ccco2)cc1 returned NTR1 agonist -1.1, Salmonella PhoP GFP 1%, UTI89 phage lysis 2.0%, SV40 large T antigen 7%, TNAP activators 1.2, MgcRacGAP inhibition 8%, RSV antiviral HEp-2 1.3%, Myeloid diff MLP inactive, T cell modulator inactive, T cell modulator vesicle-bound % 9, NTR1 agonist cell count 20 µM 44 and Myeloid diff MLP GFP+ MAC1+ % 0.7.
Screening CC(OC(=O)CCCc1c[nH]c2ccccc12)C(=O)Nc1ccc(S(N)(=O)=O)cc1 (stereo not given) returned NTR1 agonist 0.0, Salmonella PhoP GFP -17%, UTI89 phage lysis 0.4%[50 µM], SV40 large T antigen 16%, MgcRacGAP inhibition 5%, RSV antiviral HEp-2 -0.2%, Myeloid diff MLP inactive, T cell modulator inactive, T cell modulator vesicle-bound % 36, NTR1 agonist cell count 20 µM 56 and Myeloid diff MLP GFP+ MAC1+ % 0.5.
`CCn1c(C)nc2cc(C(=O)NNC(=S)Nc3ccc(Cl)cc3Cl)ccc21` gave NTR1 agonist -0.5, Salmonella PhoP GFP 27%, UTI89 phage lysis 7.0%, SV40 large T antigen 13%, TNAP activators 2.3, MgcRacGAP inhibition 14%, RSV antiviral HEp-2 20%, Myeloid diff MLP inactive, T cell modulator inactive, T cell modulator vesicle-bound % 34, NTR1 agonist cell count 20 µM 53 and Myeloid diff MLP GFP+ MAC1+ % 1.0.
Cc1ccc(S(=O)(=O)N/N=C/c2cn(C)nc2C)cc1 was read as NTR1 agonist 0.9, Salmonella PhoP GFP 3%, UTI89 phage lysis 0.5%, SV40 large T antigen 0%, TNAP activators 1.1, MgcRacGAP inhibition 11%, RSV antiviral HEp-2 1.4%, Myeloid diff MLP inactive, T cell modulator inactive, T cell modulator vesicle-bound % 55, NTR1 agonist cell count 20 µM 53 and Myeloid diff MLP GFP+ MAC1+ % 1.0.
